Source: PubChem (several laboratories)
m5-HT2A agonist = mouse Htr2a agonists via beta-arrestin recruitment, primary screen, cell-based, luminescence | 5-hydroxytryptamine receptor 2A (Mus musculus), P35363 | CHO-K1 mHTR2A beta-arrestin complementation; percent of 30 µM serotonin response | activation, % at 7.6 µM | 360,000 tested, 0.66% active | AID 624169, 2012;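 active means activation above a run cutoff, the mean activation of all tested compounds plus 3 SD, cut at about 14% in these data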;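 further: 0% = plate median of compound wells and 100% = 30 µM serotonin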
NOD2-RIPK2 inh = NOD2-RIPK2 binding disruptors in cells, primary screen, fluorescence, CHO cells, BLA complementation; Receptor-interacting serine/threonine-protein kinase 2 (Homo sapiens), O43353; CCF4 ratio; inhibition, % at 4.98 µM; 360,000 tested, 0.38% active; AID 624267, 2012; in the data active means inhibition above about 21%;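 further: 0% = vehicle only and 100% = reference blocker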
ABCB6 inh MLPCN = ABCB6 transporter inhibitors, primary screen, K562-ABCB6 cells, flow cytometry, MLPCN library; K562-ABCB6 porphyrin accumulation, 1 h; hits give low values; 360,000 tested, 0.19% active; fluorescence ratio to DMSO, % at 10 µM; ATP-binding cassette sub-family B member 6 (Homo sapiens), Q9NP58;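 active means fluorescence ratio to DMSO below 75%, the collection mean minus 3 SD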;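 further: signal is porphyrin accumulated inside mitochondria; 100% equals median channel fluorescence of DMSO control wells; lower ratio means ABCB6 inhibition with less porphyrin fluorescence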
MC4R antag cAMP = MC4R antagonists of cAMP signaling, primary screen, cell-based, TR-FRET, antagonist arm of biased-ligand search. Melanocortin receptor 4 (Homo sapiens), P32245. MC4R-expressing cells, MTII-stimulated cAMP, LANCE TR-FRET. inhibition, % at 6.5 µM. 360,000 tested, 0.48% active. AID 540295, 2011;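 active means inhibition above its plate's cutoff, the mean of tested wells on that plate plus 3 SD, cut at about 29% in these data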;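 further: 0% = Melanotan II alone and 100% = Melanotan II plus saturating MCL0020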
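Material: U2OS-MC4R stable cell line | Reagent: Melanotan II challenge after compound preincubation | Doses: One concentration, 6.5 µM nominal | Incubation: 30-min compound preincubation, 1-h Melanotan II challenge, 1-h detection, room temperature | Signal: TR-FRET cAMP assay | Replicates: One well per compound, no replicates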
SRC2 inh = inhibition of GAL4-SRC2 driven luciferase reporter, primary screen, SRC2 inhibitor project, cell-based, luminescence | Nuclear receptor coactivator 2 (Homo sapiens), Q15596 | HEK293 GAL4-SRC2 luciferase reporter | inhibition, % at 9 µM | 370,000 tested, 0.17% active;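 active means inhibition above the mean inhibition of all tested compounds plus 3 SD, set per campaign, cut at about 52% in these data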;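 further: 0% = DMSO treated cells and 100% = cells given Gossypol at 36 µM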
Target sequence (Q15596 whole entry, looked up, the tested form may be a part): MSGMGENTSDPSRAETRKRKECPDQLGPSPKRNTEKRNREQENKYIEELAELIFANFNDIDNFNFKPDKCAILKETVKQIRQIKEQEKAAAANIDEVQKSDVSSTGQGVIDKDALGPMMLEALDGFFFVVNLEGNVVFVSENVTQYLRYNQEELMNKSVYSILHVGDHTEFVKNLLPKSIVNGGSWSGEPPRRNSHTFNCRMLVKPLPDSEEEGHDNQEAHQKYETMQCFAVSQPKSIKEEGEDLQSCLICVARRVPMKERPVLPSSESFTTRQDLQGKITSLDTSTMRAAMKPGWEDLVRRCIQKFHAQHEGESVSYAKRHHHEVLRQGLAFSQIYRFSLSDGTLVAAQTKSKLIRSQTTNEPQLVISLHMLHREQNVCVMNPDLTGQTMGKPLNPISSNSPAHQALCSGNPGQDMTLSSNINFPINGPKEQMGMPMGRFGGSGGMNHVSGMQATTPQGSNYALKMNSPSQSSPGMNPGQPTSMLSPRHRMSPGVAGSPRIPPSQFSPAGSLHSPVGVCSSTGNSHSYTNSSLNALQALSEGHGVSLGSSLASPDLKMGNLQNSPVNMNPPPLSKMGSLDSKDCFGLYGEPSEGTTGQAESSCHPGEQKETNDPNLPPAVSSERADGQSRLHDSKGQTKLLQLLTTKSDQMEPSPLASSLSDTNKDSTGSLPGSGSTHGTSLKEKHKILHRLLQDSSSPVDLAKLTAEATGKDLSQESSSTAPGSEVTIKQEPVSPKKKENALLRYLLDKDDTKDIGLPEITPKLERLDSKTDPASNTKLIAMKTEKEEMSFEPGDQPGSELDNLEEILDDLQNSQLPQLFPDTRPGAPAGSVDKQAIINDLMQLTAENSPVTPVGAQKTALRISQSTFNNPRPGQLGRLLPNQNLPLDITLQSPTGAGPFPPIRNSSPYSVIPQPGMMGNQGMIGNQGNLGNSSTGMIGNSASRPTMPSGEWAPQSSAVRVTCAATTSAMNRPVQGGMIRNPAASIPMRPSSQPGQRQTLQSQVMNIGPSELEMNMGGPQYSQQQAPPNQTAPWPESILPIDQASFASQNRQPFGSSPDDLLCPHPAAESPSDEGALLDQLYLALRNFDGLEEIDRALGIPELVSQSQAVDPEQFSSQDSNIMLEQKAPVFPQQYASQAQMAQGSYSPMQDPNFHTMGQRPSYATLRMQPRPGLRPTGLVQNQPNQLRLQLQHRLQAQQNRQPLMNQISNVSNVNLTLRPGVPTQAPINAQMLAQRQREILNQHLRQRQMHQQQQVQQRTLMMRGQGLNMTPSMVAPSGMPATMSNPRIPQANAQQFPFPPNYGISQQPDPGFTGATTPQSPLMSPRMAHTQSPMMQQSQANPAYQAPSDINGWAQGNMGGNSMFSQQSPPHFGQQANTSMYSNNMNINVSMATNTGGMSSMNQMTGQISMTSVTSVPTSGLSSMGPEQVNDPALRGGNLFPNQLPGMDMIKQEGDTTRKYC
MC4R ag barr = MC4R agonists recruiting beta-arrestin, primary screen, cell-based, luminescence, agonist arm of biased-ligand search. U2OS MC4R beta-arrestin complementation; percent of melanotan II response, DMSO zero. 360,000 tested, 0.98% active. activation, % at 8.9 µM. Melanocortin receptor 4 (Homo sapiens), P32245;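 active means activation above a per-plate cutoff, the mean activation of sample wells on that plate plus 3 SD, cut at about 8% in these data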
Cardio protect = cardioprotection against H2O2-induced cell death, primary screen, uHTS, H9c2 cells, ATPLite luminescence; H9c2 cardiomyocytes, H2O2 injury protection, 2 h; protection from H2O2 cell death, % at 20 µM; 360,000 tested, 0.63% active;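 active means compounds giving at least 50% protection of heart cells from peroxide-induced death in the single-dose screen, raw or plate-pattern-corrected value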;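 further: 0% = DMSO wells with peroxide and 100% = DMSO wells without peroxide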
ABHD5-PLIN5 inh = ABHD5-PLIN5 interaction inhibitors, primary screen, cell lysate, split luciferase complementation, luminescence. Split G. princeps luciferase complementation, 4 h. Perilipin-5 (Homo sapiens) + 1-acylglycerol-3-phosphate O-acyltransferase ABHD5 (Homo …. inhibition, % at 4 µM. 360,000 tested, 0.78% active;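 active means inhibition above the mean inhibition across every tested compound plus 3 SD, cut at about 22% in these data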;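 further: 0% = DMSO only wells and the 100% control is not disclosed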
TLR9-MyD88 block = inhibitors of TLR9-MyD88 association in cells, primary screen, cell-based, CHO, BLA complementation, fluorescence; inhibition, % at 4.98 µM; Toll-like receptor 9 (Homo sapiens) + Myeloid differentiation primary response protein …; CCF4 FRET ratio; 340,000 tested, 0.21% active;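 active means inhibition above the mean over all tested compounds plus 3 SD, cut at about 21% in these data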;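 further: 0% = DMSO only wells and 100% = clavulanate BLA inhibitor control wells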
N-glyco inh = increase of ERlucT glycosylation luciferase signal, primary screen, N-linked glycosylation inhibitor project, D54 ERlucT cells, luminescence, set 2. 360,000 tested, 0.23% active. D54 ERlucT glycosylation luciferase reporter, 24 h; percent of 100 nM tunicamycin response. reporter increase, % at 12.5 µM. AID 588692, 2011;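 active means mean luciferase reporter signal, scaled so untreated is 0 and the glycosylation-blocking control 100, at or above a set limit in every replicate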;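 further: luciferase carries N-glycosylation sites so blocking glycosylation raises the light; 0% = median of neutral control wells and 100% = median of 100 nM tunicamycin wells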
* marks the source's active call; other numbers are inactive results; · = no result given.

Below each SMILES: m5-HT2A agonist	NOD2-RIPK2 inh	ABCB6 inh MLPCN	MC4R antag cAMP	SRC2 inh	MC4R ag barr	Cardio protect	ABHD5-PLIN5 inh	TLR9-MyD88 block	N-glyco inh
> O=S(=O)(c1cccs1)n1nnc2ccccc21
    1	-6	113	8	0	-1.3	3	0	-5	3
> O=C(O)c1ncc(-c2ccccc2)cn1
    0	4	99	5	6	1.1	-1	1	10	2
> COc1ccc(O)c(C2=Nc3ccccc3N=C(c3cccs3)C2)c1
    3	0	100	2	-24	1.3	4	0	-3	3
> COc1ccc(NC(=O)N2CCC(c3nc(-c4cccs4)no3)CC2)cc1
    -4	4	100	2	-30	0.6	-2	-3	1	-1
> Cc1c2cc(O)c(=O)cc-2oc2cc(O)c(O)cc12
    4	-7	135	-7	-3	-1.3	-3	-5	-11	-4
> CC(=O)N1CCN(c2ccc(NC(=O)c3cccc([N+](=O)[O-])c3)cc2)CC1
    2	-2	102	5	-34	2.4	-2	-6	3	2
> CCCCOC(=O)c1cc(-c2ccc(/C=N/n3cnnc3)o2)ccc1Cl
    -7	-8	99	-3	-45	-0.9	21	1	-4	0
> O=C1CCC(C(=O)N(Cc2ccco2)C2(C(=O)NC3CCCC3)CCCCC2)N1 (stereo not given)
    -2	-9	100	1	·	-2.4	-1	-3	6	2
> O=C(NC1CCCc2ccccc21)c1ccccc1 (stereo not given)
    -2	0	98	9	27	-0.6	1	-4	-2	1
> COc1ccc(-c2nc(NC(=O)c3c(C)noc3C)sc2C)cc1
    0	-1	100	5	2	-0.6	-5	0	4	-2
> C=CCNC(=S)N/N=C(\C)c1cccc(NC(C)=O)c1
    -1	-5	102	15	-4	-4.8	2	5	1	0
> CC(C)C(=O)OCCN=C1NS(=O)(=O)c2ccccc21
    1	-3	97	3	-4	1.5	1	6	7	-1
> Cc1cc([N+](=O)[O-])nn1CC(=O)N1c2ccccc2CC1C (stereo not given)
    -2	9	94	6	1	-1.2	-4	-1	3	1
> CCC(=O)c1ccc(OCC(O)CN(C)C2CCCCC2)cc1 (stereo not given)
    6	0	95	-3	-1	0.3	-4	10	-2	1
> O=C(CSc1nnc(-c2ccc(C(F)(F)F)cn2)o1)Nc1ccccc1Cl
    -1	-8	103	3	-39	0.1	6	-1	-8	4
> O=C(Nc1cccc(NC(=O)c2ccc(Br)cc2)c1)c1ccccc1
    3	-3	99	2	-14	2.4	-14	5	-5	-1
> CCCCC(=O)Nc1ccc(S(=O)(=O)N2CCCCC2c2cccnc2)cc1 (stereo not given)
    4	-10	91	3	6	-3.7	-4	-3	-6	-3
> O=[N+]([O-])c1nccn1C1C=CC(O)C(CO)O1 (stereo not given)
    -2	-6	101	·	-17	·	·	-2	·	·
> O=C(Nc1ccnc(-c2ccncc2)n1)c1ccc(F)cc1
    7	2	95	1	2	0.6	-7	-5	-7	2
> CCCC(C)c1nnc(NC(=O)CCS(=O)(=O)Cc2ccccc2)s1 (stereo not given)
    12	-8	99	7	-34	-2.3	-2	5	3	-7
> O=C(CNC(=O)c1ccc(Br)cc1)NCC(=O)OCC(=O)c1ccccc1
    4	-11	100	42*	15	-1.4	17	1	-3	0
> Cc1cc(Cl)c(S(=O)(=O)N/N=C/c2ccc3c(c2)OCO3)c(Cl)c1
    -9	3	90	-1	-5	5.0	-22	-3	-3	2
> CCOC(=O)CSc1nnc(CNC(=O)c2ccccc2OC)n1-c1ccc(OC)cc1
    1	-10	97	4	11	0.1	5	4	-23	2
> COc1ccc(-c2ccc(C#N)c(SCC(=O)Nc3sc4c(c3C#N)CCC4)n2)cc1
    1	-8	90	11	-17	-1.7	2	7	9	1
> O=C(Cn1cnc2sc(-c3ccccc3)cc2c1=O)N1CCOCC1
    0	7	97	0	2	-2.5	-2	-1	-9	2
> Cc1cc(-c2ccccc2)n(-c2ccccc2)n1
    -1	1	103	7	-35	2.4	-6	-6	-12	-2
> Fc1ccc(NCc2nnc(SCc3nnc(-c4ccccc4)o3)n2Cc2ccccc2)cc1
    -3	-3	86	10	-10	-0.7	-5	13	9	-3
> COc1ccccc1C(=O)Nc1ccnn1C1CCN(CC2CC=CCC2)CC1 (stereo not given)
    -3	-7	93	0	-5	-3.0	1	-3	8	-3
> CCOc1ccc(NS(=O)(=O)c2ccc(Cl)c(N=Nc3c(O)[nH]c(=S)[nH]c3=O)c2)cc1Br
    0	1	95	21	-2	0.1	-12	-5	-8	2
> Cc1ccc(NC(=O)C2CCN(C(=O)c3cccs3)CC2)cc1
    -6	1	96	-1	-14	-1.3	-5	-6	12	1
> COc1cccc(/C=N/Nc2nccnc2Cl)c1O
    -6	4	101	-5	5	-2.2	-10	-6	8	-18
> Oc1cc2ccccc2cc1-c1nnc2n1-c1ccccc1SC2
    1	-6	99	-11	34	-1.1	14	-1	0	-1
> O=C(COC(=O)c1cccs1)c1ccc2ccccc2c1
    -5	1	97	0	-15	1.8	-2	-3	0	-1
> CC(C)C(=O)Nc1cccc(-c2cn3ccccc3n2)c1
    3	-10	93	4	0	-0.6	1	1	-4	2
> CCOc1ccc(NC(=O)c2c[nH]n3c(=O)cc(C4CCN(C(=O)OC(C)(C)C)CC4)nc23)cc1
    -2	13	97	-1	-6	-2.1	-9	-6	-3	0
> Cc1ccc(/C=N\NC(=O)COc2ccc(C)cc2[N+](=O)[O-])cc1
    2	-19	103	-2	15	4.0	0	-6	7	2
> Fc1ccc(Cn2nnnc2C(c2ccc(Cl)cc2)N2CCSCC2)cc1 (stereo not given)
    -6	4	95	10	-2	-0.5	-9	-5	-1	-7
> c1ccc(-c2csc3ncnc(-n4cnc5ccccc54)c23)cc1
    2	-9	100	8	11	-0.6	11	1	-9	1
> CCc1ccc2c(c1)CCCN2C(=O)c1ccccc1C(=O)O
    -5	8	125	2	9	-0.9	-13	-7	0	3
> O=C(COc1cccnc1[N+](=O)[O-])c1ccc(Cl)s1
    1	8	107	7	7	-0.6	-1	19	15	0
> Cc1ccc(NC(=O)CSc2nnc3ccccn23)c(Cl)c1
    -4	-4	98	9	-94	-1.8	0	-6	6	3
> CC12C(=O)N(c3cccc4cccnc34)C(=O)C1C1C=CC2C1 (stereo not given)
    -1	2	96	-1	-18	-0.5	10	-1	2	1
> CCOC(=O)c1ccc(Nc2nnc(C)c3ccccc23)cc1
    -6	11	95	-3	-5	-1.4	1	3	-9	1
> CCOc1cc(S(=O)(=O)NCCN2CCOCC2)c(C)cc1C
    -2	-2	97	8	-21	0.7	-5	-2	-3	4
> Cc1cccc2nc(CSc3nc4ccccc4[nH]3)cn12
    -1	-2	103	-6	-3	-2.4	14	3	6	-2
> Cc1c(S(=O)(=O)Nc2cccc3ccccc23)c(=O)n(C)c(=O)n1C
    -1	-3	91	-1	-12	-2.3	7	6	4	3
> Cc1ccc(/C=N/NC(=O)CN2CCN(Cc3ccccc3)CC2)s1
    0	-10	99	2	-12	0.2	-2	3	-5	-1
> Cc1ccc(C)c(-n2nnnc2SCC(=O)Nc2c(C)n(C)n(-c3ccccc3)c2=O)c1
    -3	-7	96	1	-12	-2.8	2	-6	-3	0
> c1ccc(CN=C2NN=C(c3ccccc3)CS2)cc1
    -4	5	97	1	-48	-0.9	0	-8	2	-4
> c1ccc(CCc2nn3c(C4COc5ccccc5O4)nnc3s2)cc1 (stereo not given)
    -4	-3	95	0	-30	0.3	-2	-6	-3	-2
> COC(=O)c1nnn(CC(=O)NC(=O)Nc2c(C)cccc2C)c1C(=O)OC
    4	-3	100	11	-20	1.0	-9	-4	-7	2
> O=C(CN1C(=O)CSc2ccccc21)N1CCc2ccccc21
    1	8	96	2	0	0.1	-2	-3	-7	-1
> Cc1noc(C)c1C(=O)Nc1ccccn1
    -4	0	101	17	-8	1.3	1	-2	-9	3
> CC(=O)N1N=C(c2c(-c3ccccc3)c3cc(C)ccc3[nH]c2=O)CC1c1ccco1 (stereo not given)
    3	6	100	15	9	-0.8	3	1	-2	3
> OC(CN1CCC(Cc2ccccc2)CC1)c1ccccc1 (stereo not given)
    -9	-24	98	12	-5	2.0	-6	-9	-11	0
> O=C(CC[C@H]1O[C@@H](n2ccc(=O)[nH]c2=O)[C@H](O)[C@@H]1O)N[C@H](Cc1ccccc1)C(=O)NCC1CCCCC1
    5	-8	106	·	-1	·	-4	-9	·	4
> CCOC(=O)c1c(/N=C/C2=C(O)CC(C)(C)CC2=O)sc2c1CCCC2
    -7	-6	96	10	-3	-1.0	8	-2	·	0
> CCN1C(=O)[C@H]2[C@@H](c3ccc(C(F)(F)F)cc3)N[C@]3(CCCN(Cc4ccc(Br)cc4)C3=O)[C@H]2C1=O
    3	-10	97	19	-4	2.7	-8	-4	5	-5
> CCc1cccc(NC(=O)C2CCCN2S(=O)(=O)c2ccc3c(c2)CC(C)N3C(C)=O)c1 (stereo not given)
    2	1	100	8	-6	-0.6	-3	-3	-9	1
> O=C(CCN1CCN(c2ccc(F)cc2)CC1)Nc1ccccc1F
    -9	-22	95	2	-23	0.5	3	-2	7	1

Remaining list, next part
Below each SMILES: m5-HT2A agonist	NOD2-RIPK2 inh	ABCB6 inh MLPCN	MC4R antag cAMP	SRC2 inh	MC4R ag barr	Cardio protect	ABHD5-PLIN5 inh	TLR9-MyD88 block	N-glyco inh
> Cc1ccc(C)c(NC(=S)N2CCC(C(=O)c3ccc(F)cc3)CC2)c1
    -4	12	80	-4	-17	-1.6	-1	6	1	3
> O=C1Nc2ccc(S(=O)(=O)NCC3CCCO3)c3cccc1c23 (stereo not given)
    4	2	105	12	5	-1.7	-3	-1	18	0
> O=C1N(Cc2ccccc2)c2ccccc2C12OCCO2
    -3	1	102	19	17	-1.7	7	-8	7	0
> CCN1C(=O)N[C@@H](CCc2ccccc2)[C@H](C(C)=O)[C@H]1C
    -6	-3	97	9	11	-0.4	4	-1	-1	-1
> CC(=O)c1c(C)c2c(n1CCN(C)C)CCCC2
    -5	1	90	-1	-28	0.5	1	6	12	5
> Cc1onc(-c2c(F)cccc2Cl)c1C(=O)NNC(=O)C1CCN(Cc2ccccc2)CC1
    9	-2	93	5	-28	-4.0	9	3	-6	1

A portion of the library. The share of hits here may be higher or lower than overall.
